Source: PubChem BioAssay (National Center for Advancing Translational Sciences (NCATS))
aSyn yeast inh: rescues yeast growth from alpha-synuclein toxicity | Yeast expressing alpha-synuclein, growth rescue, BacTiter-Glo, 24 h | Potency, µM (titrated, usually from 46.1 µM), inactives show top-dose growth rescue (activation), usual class: activators | hit rate 0.14% among 370,000; note: potency is the fitted concentration of half-maximal effect; % of control where 0% means no effect; nearly all actives have a fitted effect of over 65% in size
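Screening used galactose-induced yeast with toxic alpha-synuclein levels, exposed to compound for 24 hr at 30 deg C. Cell growth, read with BacTiter-Glo luminescence, gave the measured signal.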
HEK293 tox: cytotoxic in the GLP-1 receptor inverse agonist counter-screen. Potency, µM (doses to about 38.3 µM), for the others: top-dose activity change, negative = inhibition, most hits filed as inhibitors. AID 624418. hit rate 0.13% among 410,000. HEK293 cAMP-luciferase reporter cells, luminescence, 24 h;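 note: loss of luciferase light is scored as toxicity; potency is the fitted concentration of half-maximal effect; % is set by controls: 0 for no effect and ±100 for the full control effect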
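Cells in DMEM/10% Nu serum/1% pen-strep, 1536-well format. Pre-incubated 12 h, dosed with 23 nL compound, incubated a further 24 h. Luciferase detection, 12 min at room temp, luminescence.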
FUS suppressor: suppressors of FUS proteinopathy in yeast | S. cerevisiae FUS-expressing, growth rescue, OD600, 24 h | Potency, µM (highest dose often 76.6 µM), without a hit: at the highest dose growth rescue (activation), usual class: activators | hit rate 0.24% among 390,000 | AID 1347120;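 note: potency is the fitted concentration of half-maximal effect; plate controls were DMSO vehicle for no effect and reference control for full effect; nearly all actives have a fitted effect of over 55% in size; some results filed as inactive show a strong effect at the top dose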
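S. cerevisiae expressing FUS from galactose induction served as the toxicity model. Growth after 24hr at 30C, read as absorbance at 600 nm, indicates suppression of toxicity; compounds dosed at several concentrations.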
Akt phos inh: blocks phosphorylation of Akt; Neuro2A IGF-stimulated pAkt S473 HTRF, 20 min; hits give low values; activity change, % for hits at 50 µM; hit rate 0.32% among 360,000; AID 651550; in the data active = activity change below about -80%; inconclusive = mostly about -51% to -80%; note: % is set by controls: 0 for no effect and ±100 for the full control effect
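Single-point screen (50 µM final compound) in Neuro2A cells stimulated 20 min with 6 nM IGF at 37 deg C. After lysis, Ser473-phosphorylated Akt read by HTRF (ex 330 nm, em 615/665 nm) as the 665/615 ratio.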
MmCpn inh: inhibitors of Methanococcus maripaludis chaperonin (MmCpn); Potency, µM (doses to about 76.9 µM), for the others: at the top dose activity, negative = inhibition, usual class: inhibitors; hit rate 0.031% among 330,000; purified Mm-Cpn ATPase, ADP Transcreener TR-FRET; note: potency is the fitted concentration of half-maximal effect; % is set by controls: 0 for no effect and ±100 for the full control effect; nearly all actives have a fitted effect of over 80% in size
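ATPase read-out: TR-FRET ADP immunoassay (anti-ADP Eu cryptate vs ADP-d2), ex 320 nm, em 590/665 nm; signal drops as ADP forms. Enzyme 25 nM, ATP 10 uM, 30 min at 37°C after 10 min compound preincubation.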
Abeta rescue: A-beta toxicity reversal in yeast; yeast expressing A-beta42, growth rescue, OD600, 48 h; response scale: 0% DMSO, 100% iron-clioquinol control; Potency, µM (doses to about 46.1 µM), inactives show top-dose growth rescue, actives largely listed as activators; hit rate 0.063% among 410,000; AID 1347071; note: potency is the fitted concentration of half-maximal effect; nearly all actives have a fitted effect of over 55% in size
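Yeast growth medium received pinned compounds, then yeast cells expressing toxic A-beta were added; plates incubated at 30 C for 48 hr. Growth read as absorbance at 600 nm, normalized to DMSO and equimolar FeCl3 plus clioquinol controls.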
GLP1R inv ag: GLP-1 receptor (human) inverse agonism | P43220 | HEK293 GLP-1R CRE-luciferase, luminescence, 24 h; GLP-1R form is constitutively active | Potency, µM (series often up to 38.3 µM), for inactives: at the top dose activity change, negative = inhibition, usual class: inhibitors | hit rate 1.6% among 410,000 | AID 624417; note: potency is the fitted concentration of half-maximal effect; % is set by controls: 0 for no effect and ±100 for the full control effect; nearly all actives have a fitted effect of over 55% in size
Target sequence (P43220 whole entry, looked up): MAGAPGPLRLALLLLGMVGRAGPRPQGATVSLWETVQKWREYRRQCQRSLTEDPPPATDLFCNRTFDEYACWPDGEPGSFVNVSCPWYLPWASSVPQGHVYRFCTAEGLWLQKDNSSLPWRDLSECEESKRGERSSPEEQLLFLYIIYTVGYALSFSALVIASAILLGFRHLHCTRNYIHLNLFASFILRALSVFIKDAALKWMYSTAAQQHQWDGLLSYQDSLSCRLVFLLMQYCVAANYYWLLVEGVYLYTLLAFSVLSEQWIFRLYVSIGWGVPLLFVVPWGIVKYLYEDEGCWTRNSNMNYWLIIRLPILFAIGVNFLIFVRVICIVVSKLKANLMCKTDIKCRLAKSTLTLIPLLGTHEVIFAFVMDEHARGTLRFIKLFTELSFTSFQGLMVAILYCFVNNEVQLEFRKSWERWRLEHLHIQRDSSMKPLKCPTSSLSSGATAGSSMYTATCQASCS
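Inverse agonism was detected as reduced cAMP-driven luciferase luminescence after 24 h compound treatment. The cells were HEK293 clones expressing constitutively active human GLP-1R with the reporter. Reporter-only and GPR119 cell lines served as counterscreen controls.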
TDP43 rescue: rescues yeast growth from TDP-43 toxicity; TDP-43 expressing yeast growth rescue, BacTiter-Glo, 24 h; hit rate 1.8% among 410,000; Potency, µM (titrated, usually from 46.1 µM), for inactives: top-dose growth rescue (activation), actives largely listed as activators; note: potency is the fitted concentration of half-maximal effect; % of control where 0% means no effect; nearly all actives have a fitted effect of over 50% in size
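Cell-based yeast growth screen: TDP-43 expression induced in galactose, inoculum OD600=0.02 after raffinose pregrowth to mid-log. Read-out BacTiter-Glo luminescence at 24 hr, 30 deg C; inhibition of toxicity seen as signal increase.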
PTHR1 ag: PTHR1 (human) receptor agonism; Q03431; HEK293 GP2 PTHR1 cells, GloSensor cAMP luminescence, 1 h; Potency, µM (highest dose often 115 µM), without a hit: at the top dose activation, usual class: activators; hit rate 0.075% among 410,000; note: potency is the fitted concentration of half-maximal effect; nearly all actives have a fitted effect of over 55% in size; some results filed as inactive show a strong effect at the top dose; inactives centre near -15; many of its hits are not listed in these tables
Target sequence (Q03431 whole entry, looked up): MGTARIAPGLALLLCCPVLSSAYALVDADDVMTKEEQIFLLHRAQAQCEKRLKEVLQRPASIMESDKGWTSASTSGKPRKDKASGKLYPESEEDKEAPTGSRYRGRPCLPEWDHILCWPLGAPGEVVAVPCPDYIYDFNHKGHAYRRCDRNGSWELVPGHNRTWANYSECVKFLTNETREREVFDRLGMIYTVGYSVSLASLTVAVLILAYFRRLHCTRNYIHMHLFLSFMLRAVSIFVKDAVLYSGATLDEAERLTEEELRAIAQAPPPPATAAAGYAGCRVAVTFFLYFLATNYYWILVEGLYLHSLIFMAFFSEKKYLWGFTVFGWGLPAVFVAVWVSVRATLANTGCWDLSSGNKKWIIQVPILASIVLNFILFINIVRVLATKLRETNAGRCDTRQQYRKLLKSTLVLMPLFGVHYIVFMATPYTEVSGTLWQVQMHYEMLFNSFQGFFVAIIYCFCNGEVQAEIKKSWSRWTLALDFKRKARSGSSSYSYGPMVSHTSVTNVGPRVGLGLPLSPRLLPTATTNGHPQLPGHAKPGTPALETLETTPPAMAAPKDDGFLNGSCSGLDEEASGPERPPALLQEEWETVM
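HEK-293-derived GP2 cells expressing PTHR1 and a GloSensor cAMP reporter, 3,000/well, plated overnight, given luciferin plus IBMX (each 0.5 mM as added) for 1 h at 37 °C, then compound for 1 h at 37 °C. Luminescence was read after 15 min at room temperature.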
* hit, by the source's call; i = inactive; ? = inconclusive; . = not tested or not shown; [ ] = another dose, or the depositor's remark. Unless noted, calls come from the whole dose curve; as a rule, active = well fitted curve in the direction sought with a large enough effect; inconclusive = small, poorly fitted or top-dose-only effect, or another doubt; inactive = no such curve, though single readings can be large; an effect the other way counts as inactive or inconclusive. Only part of the results is shown; count on the stated rates, not on these rows.

Results follow in this order: aSyn yeast inh	HEK293 tox	FUS suppressor	Akt phos inh	MmCpn inh	Abeta rescue	GLP1R inv ag	TDP43 rescue	PTHR1 ag
> COc1ccc(CC(=O)NCC2CCCN(Cc3ccc(OC)cc3F)C2)cc1 (stereo not given)
  1%	1%	-4%	i	1%	10%	-14%	-25%	i
> CCCn1c(SCC(=O)N2CCCCC2)nnc1C(C)C
  6%	-1%	-1%	i	2%	-16%	9%	?	-20%
> CC(=O)Nc1ccc(NC(=O)CSc2nccn2Cc2ccc(Cl)cc2)cc1
  -3%	8%	30%	i	1%	10%	-15%	5%	-33%[inhibitor]
> Cc1onc(-c2ccccc2Cl)c1C(=O)OCc1nnc(-c2ccccc2)o1
  10%	-6%	22%	i	-4%	?	?	?	-12%
> O=c1c2c(nc3n1CCS3)c1cc(F)ccc1n2Cc1cc(=O)n2cc(Cl)ccc2n1
  6%	-7%	7%	i	-1%	10%	-3%	-21%	i
> Cc1cc(C)nc(NS(=O)(=O)c2ccc(NC(=O)C3CC3)cc2)n1
  -5%	9%	11%	i	0%	-11%	8%	-5%	-3%
> Cc1ccc(/C=N/NC(=O)c2cccc3ccccc23)o1
  3%	?	6%	i	0%	-8%	-3%	18%	i
> Cc1ccc(S(=O)(=O)Nc2cccc(NC(=O)CN3CCCCC3)c2)cc1
  6%	7%	-19%	i	3%	-11%	?	-2%	i
> CCC(C)C(CO)NCCCn1cnc2c(SC)ncnc21 (stereo not given)
  5%	-9%	9%	i	.	11%	18%	15%	-23%
> CCOC(=O)C1C(=O)Nc2nc3ccccc3n2C1C(C)C (stereo not given)
  22%	-8%	11%	i	0%	21%	-43%	3%	i
> C=CCn1c(C)cc(C(=O)COc2nncc3ccccc23)c1C
  21%	-2%	50%	i	-2%	2%	0%	10%	-6%[57.5 µM]
> CC(=O)Nc1ccc(CN2CCN(C3CCCCC3)C(CCO)C2)cc1 (stereo not given)
  0%	3%	0%	i	-4%[15.4 µM]	18%	1%	14%	i
> CC1(C)CC(=O)C(N=Nc2cc(C(F)(F)F)ccc2Cl)=C(O)C1
  1%	4%	-16%	i	-3%	-18%	-20%	7%	-5%
> Cc1ccc(NCC(=O)Nc2cccc(S(=O)(=O)N(C)C)c2)c(Cl)c1
  -1%	5%	37%	i	2%	17%	?	9%	i
> COCCn1c(SCC(=O)NCCCN2CCCC2=O)nc2ccccc2c1=O
  7%	4%	.	i	0%	7%	3%	-2%	-17%
> CCCCN(CCO)CCCC
  -1%	-2%	-14%	i	1%	-13%	3%	25%	i
> CCN1CCN(c2ncnc3c2sc(=S)n3-c2ccccc2)CC1
  1%	1%	-9%	i	0%	24%	13%	-3%	-17%
> COc1ccc(CCN=C(N)NS(=O)(=O)c2cc(F)ccc2OC)cc1
  1%	-6%	-24%	i	0%	8%	9%	1%	i
> CC(C)=CC(=O)Nc1ccc(Cl)cc1
  -11%	2%	-3%	i	1%	0%	-11%	?	-36%[inhibitor]
> Nc1ccc(Oc2ccccc2F)nc1
  1%	1%	-9%	i	1%	11%	18%	-11%[1.82 µM]	-21%
> C=C(C)C1Cc2c(C)nn(-c3ccccc3)c2C1 (stereo not given)
  -4%	-11%	7%	i	1%	7%	?	22%	i
> Clc1ccc(CSc2nncn3c2cc2occc23)cc1
  .	1%	9%	.	.	12%	-6%	25µM*	i
> Cc1ccc(CN2CCC(NC(=O)c3ccccc3)CC2)cc1
  1%	-7%	-4%	i	2%	-23%	20%	-19%	i
> O=[N+]([O-])c1ccc(Cl)c(S(=O)(=O)NCCc2ccccn2)c1
  0%[1.84 µM]	3%	-3%	i	1%	12%	16%	5%	i
> O=C(NCc1ccc(F)cc1)c1ccc2c(O)c(S(=O)(=O)c3ccccc3)c(=O)[nH]c2c1
  .	26%	-2%	.	.	16%	5%	6%	25%
> Cn1cnnc1SCc1ccc(C(=O)O)cc1
  5%	-1%	6%	i	-1%	10%	4%	7%	-23%[57.5 µM]
> Cc1cccc(CCN2CCN=C2N(C)C)c1
  -2%	-24%	-14%	i	1%	-1%	5%	11%	i
> CCCc1nnc(SCC(=O)N2CCCC2)n1CC1CCCO1 (stereo not given)
  -11%	-12%	-1%	i	-2%	1%	-20%	-1%	i
> CCC(C(=O)OCC(=O)NC(=O)c1ccccc1)c1ccccc1 (stereo not given)
  -4%	13%	-4%	i	1%	-16%	0%	-14%	-24%
> CSc1nc2ccccc2n1CC(=O)N1CCCCC1
  -16%	-12%	-14%	i	3%	9%	2%	-1%	i

(listing goes on)
Results follow in this order: aSyn yeast inh	HEK293 tox	FUS suppressor	Akt phos inh	MmCpn inh	Abeta rescue	GLP1R inv ag	TDP43 rescue	PTHR1 ag
> O=C(c1ccc(OCC2CCCO2)cc1)N1CCN(c2ccccc2)CC1 (stereo not given)
  1%	-3%	22%	i	2%	8%	-6%	25%	-4%[57.5 µM]
> CCCN(CCC)c1cc(C)nc2nc(-c3ccc(C(C)(C)C)cc3)nn12
  .	0%	8%	.	.	-3%	7%	2%	13%
> COCCn1ccc(O)c(Cc2ccc(Cl)cc2)c1=O
  -1%	1%	6%	i	1%	11%	1%	9%	-8%[57.5 µM]
> COc1ccc(Cn2nnnc2C(c2ccc3ncccc3c2)N2CCN(C3CCCCC3)CC2)cc1 (stereo not given)
  8%	0%	-10%	i	1%	17%	17%	13%	-62%
> COC(=O)c1cc(Cl)c(NC(=O)C(C)C)cc1OC
  -5%	6%	13%	i	2%	5%	14%	-3%	i
> CCC(c1ccc(O)cc1)C(CC)c1ccc(O)cc1 (stereo not given)
  ?	2%	-15%	i	-27%	-30%[inhibitor]	?	?	-52%[inhibitor]
> O=C(COC(=O)c1ccc(S(=O)(=O)Nc2ccccc2)cc1)NCC1CCCO1 (stereo not given)
  -3%	3%	2%	i	0%	7%	7%	5%	25%
> CCc1ccc(Oc2c(C(F)(F)F)oc3c(CN4CCC(C)CC4)c(O)ccc3c2=O)cc1
  3%	-1%	29%	.	.	-5%	20%	23%	i
> O=C(CCC(=O)NNC(=O)c1ccccc1[N+](=O)[O-])NCc1ccccc1
  0%	7%	-2%	i	-2%	-10%	0%	-7%	-13%
> COc1ccc(NS(=O)(=O)Cc2ccccc2)cc1OC
  -1%	-7%	14%	i	-1%	8%	0%	-18%	-12%[57.5 µM]
> O=C(CSc1nnc(Cc2cc(=O)[nH]c(=O)[nH]2)n1-c1ccccc1)N1CCCCC1
  -2%	0%	-19%	i	0%	8%	-3%	6%	-23%
> CCOc1cc(NC(=S)NCCCN(C)C)c(OCC)cc1NC(=O)C1CC1
  -1%	-14%	8%	i	2%	-20%	-10%	-8%[0.397 µM]	i
> COc1ccccc1N1CCN(C(=O)c2ccc(Cn3c(=O)[nH]c4ccsc4c3=O)cc2)CC1
  4%	-7%	-1%	i	-2%	-1%	-37%	10%	-1%
> CC(=O)NS(=O)(=O)c1ccc(NC(=O)c2ccccc2F)cc1
  3%	-5%	-6%	i	0%	8%	1%	-20%	i
> COc1ccc(S(=O)(=O)N(CC(=O)NCc2ccncc2)c2cc(C)cc(C)c2)cc1OC
  11%	2%	-2%	i	1%	13%	33%[activator]	-2%	i
> Nc1c(N(CCCO)C(=O)C2CCCCC2)c(=O)[nH]c(=O)n1Cc1ccccc1
  -1%	0%	3%	i	-2%	1%	-17%	9%	i
> Cc1ccc(Nc2nc3nonc3[nH]c2=O)cc1Cl
  -9%	?	15%	i	1%	-46%[inhibitor]	?	-24%	-32%[inhibitor]
> CCC(C(=O)N1CC2(C)CC1CC(C)(C)C2)N1C(=O)c2ccccc2C1=O (stereo not given)
  -1%	-6%	20%	i	-1%	4%	?	-12%	i
> CCCOc1ccc(C(=O)Nc2ccc(NC(=O)c3ccccc3)c(Br)c2)cc1
  .	2%	-1%	.	.	-18%	2%	13%	i
> Cc1ccc(C(=O)NC(=S)NNC(=O)CC#N)cc1
  -2%	7%	3%	i	0%	5%	56%[activator]	1%	-6%
> Cc1ccc(Cl)cc1N1CCN(C(=O)C2CCN(S(=O)(=O)c3cnc[nH]3)CC2)CC1
  6%	-31%	-1%	i	1%	10%	15%	3%	i
> COC(=O)c1cn(C(=O)c2ccccc2)c2ccccc12
  3%	-13%	-13%	i	0%	-16%	19%	?	-20%
> Cc1ccc2c(c1)C1CN(C)CCC1N2C(=O)c1cccc(S(=O)(=O)N(C)C)c1 (stereo not given)
  -1%	3%	22%	i	3%	-8%	5%	-11%	-19%
> O=C(CCNC(=O)c1ccc(Br)cc1)NCCCN1CCOCC1
  -5%	4%	-11%	i	0%	-23%	1%	4%	-21%
> Cc1ccccc1-c1nc2cc(NC(=O)Cc3ccc(Cl)cc3)ccc2o1
  .	2%	2%	.	.	-6%	0%	15%	-16%
> Cc1c(Cl)cccc1NC(=O)c1ncoc1-c1ccco1
  .	4%	2%	.	.	-16%	18%	8%	-4%

As entered above:
COc1ccc(Cn2nnnc2C(c2ccc3ncccc3c2)N2CCN(C3CCCCC3)CC2)cc1 (stereo not given) @ Abeta rescue = 17%
Cc1ccccc1-c1nc2cc(NC(=O)Cc3ccc(Cl)cc3)ccc2o1 @ Abeta rescue = -6%
